TMEM16A act = activators or potentiators of mouse TMEM16A chloride channel. Q8BHY3. HEK293 TMEM16A/YFP-H148Q/I152L, iodide quench fluorescence; hits give low values. B-score at 10 µM. hit rate 0.3% among 340,000;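 active means fluorescence-ratio B-score plate-corrected deviation score at least 3 library SD below zero, with starting fluorescence score within 5 deviations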;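 further: channel opened by trigger with iodide after compound preincubation; score built on the fluorescence ratio of max minus min over baseline; more negative score means more quench and so TMEM16A activation or potentiation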
HDAC3 inhib = blocks human histone deacetylase 3; hit rate 0.15% among 320,000; recombinant HDAC3, fluorogenic peptide/trypsin coupled, fluorescence; O15379; AID 2718; inhibition, % at 8.3 µM; in the data active means inhibition above about 26%, passing the limit was not always enough
Target sequence (O15379 whole entry, looked up): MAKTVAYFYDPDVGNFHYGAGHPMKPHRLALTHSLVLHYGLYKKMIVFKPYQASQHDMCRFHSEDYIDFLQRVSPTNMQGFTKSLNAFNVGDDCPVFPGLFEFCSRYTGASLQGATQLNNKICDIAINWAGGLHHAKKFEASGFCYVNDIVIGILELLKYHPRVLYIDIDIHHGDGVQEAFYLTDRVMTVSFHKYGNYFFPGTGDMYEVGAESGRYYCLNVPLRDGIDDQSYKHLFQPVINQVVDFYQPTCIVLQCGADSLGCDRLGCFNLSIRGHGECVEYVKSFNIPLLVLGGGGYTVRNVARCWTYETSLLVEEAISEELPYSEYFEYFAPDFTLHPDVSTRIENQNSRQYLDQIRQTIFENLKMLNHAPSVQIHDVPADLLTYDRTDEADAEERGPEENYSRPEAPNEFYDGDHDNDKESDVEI
An asterisk follows results filed as active; i = inactive. An excerpt. The share of hits here may be higher or lower than overall.

SMILES	TMEM16A act	HDAC3 inhib
C#CCOCCOCCOCCNc1nc(N2CCN(C(=O)[C@H](CCCCN)n3cc(CN)nn3)CC2)nc(N2CCN(C(=O)[C@H](CCCCN)n3cc([C@@H](N)[C@H](C)CC)nn3)CC2)n1	i	-2
O=C(OCC#CCSc1nnc(-c2cccc3ccccc23)o1)c1cccc2[nH]ccc12	i	-45
COc1ccccc1OCCC(=O)Nc1cccc(S(=O)(=O)N2CCOCC2)c1	i	0
COc1ccc(NC(=O)Nc2ccc3c(c2)C(=O)N([C@H](C)CO)C[C@H](C)[C@@H](CN(C)S(=O)(=O)c2ccccc2)O3)cc1	i	4
Cc1ccc(C)c(OCCC(=O)Nc2cccc(S(=O)(=O)N3CCCCC3)c2)c1	i	14
COc1ccc(S(=O)(=O)N2CCCCC2)cc1NC(=O)C1CC1	i	-3
Cc1ccc(S(=O)(=O)N(C)C)cc1NC(=O)COC(=O)C1=COCCO1	i	3
O=C(COC(=O)/C=C/c1ccc(Cl)cc1)Nc1cccc(S(=O)(=O)NC2=NCCCCC2)c1	i	0
O=C(Nc1cccc(S(=O)(=O)N2CCOCC2)c1)c1ccccc1[N+](=O)[O-]	i	2
CSCCC(NC(=O)c1ccccc1)C(=O)NCCc1ccc2c(c1)OCCO2 (stereo unspecified)	i	-1
Cc1cn([C@H]2C[C@H](O)[C@@H](COS(=O)(=O)O)O2)c(=O)[nH]c1=O	i	3
CC12CCC(=O)N1C(C(=O)NNC(=O)c1ccc(Br)cc1)CS2 (stereo unspecified)	i	-3
O=C(CSc1ncccn1)N1CCCCCC1	i	-8
O=C(C[n+]1ccccc1)N/N=C/c1cc(Br)ccc1F	i	-3
Cc1cc(C)c(S(=O)(=O)N2CCN(C(=O)c3c(C)noc3C)CC2)c(C)c1	i	-3
Cn1c(CC(=O)NNC(=O)c2cncc(Br)c2)nc2ccccc21	i	-12
CC(=O)c1cccc(NCC(=O)N2CCN(S(=O)(=O)c3ccccc3)CC2)c1	i	3
O=C(c1ccc(-c2ccc([N+](=O)[O-])cc2)o1)N1CCCCCCC1	i	0
CC(C)(C)OC(=O)Nc1ccc([C@H](NC(=O)OC(C)(C)C)C(=O)OC(C)(C)C)cc1	i	-3
Cc1nc(NC(=O)COC(=O)/C=C/c2ccco2)c(Cl)cc1Cl	i	5
O=C(NC(=S)NCc1ccco1)c1ccc([N+](=O)[O-])cc1	i	3
Cc1cc(C(=O)CN2CCN(CC(=O)Nc3cccc(F)c3)CC2)c(C)n1C1CC1	i	1
Cc1ccc(NC(=O)CN2CCOCC2)cc1S(=O)(=O)N1CCCCC1	i	3
CC(C)(C)OC(=O)N[C@H](C(=O)OC(C)(C)C)c1ccc(C(F)(F)F)cc1	i	3
O=C(CCNC(=O)c1ccc(Br)cc1)NC1CCCCCC1	i	1

Part of the list above in order of count of non-hydrogen atoms, smallest number first.
SMILES	TMEM16A act	HDAC3 inhib
Cc1cn([C@H]2C[C@H](O)[C@@H](COS(=O)(=O)O)O2)c(=O)[nH]c1=O	i	3
Cc1ccc(C)c(OCCC(=O)Nc2cccc(S(=O)(=O)N3CCCCC3)c2)c1	i	14
Cc1cc(C(=O)CN2CCN(CC(=O)Nc3cccc(F)c3)CC2)c(C)n1C1CC1	i	1
COc1ccc(NC(=O)Nc2ccc3c(c2)C(=O)N([C@H](C)CO)C[C@H](C)[C@@H](CN(C)S(=O)(=O)c2ccccc2)O3)cc1	i	4
C#CCOCCOCCOCCNc1nc(N2CCN(C(=O)[C@H](CCCCN)n3cc(CN)nn3)CC2)nc(N2CCN(C(=O)[C@H](CCCCN)n3cc([C@@H](N)[C@H](C)CC)nn3)CC2)n1	i	-2

Filtered by structure: the compounds so far containing a nitro group on carbon (3)
SMILES	TMEM16A act	HDAC3 inhib
O=C(Nc1cccc(S(=O)(=O)N2CCOCC2)c1)c1ccccc1[N+](=O)[O-]	i	2
O=C(c1ccc(-c2ccc([N+](=O)[O-])cc2)o1)N1CCCCCCC1	i	0
O=C(NC(=S)NCc1ccco1)c1ccc([N+](=O)[O-])cc1	i	3

Next structures follow.
SMILES	TMEM16A act	HDAC3 inhib
COc1ccc(OC)c(-c2csc(NC(=O)COC(=O)C3CCC3)n2)c1	i	-4
O=C(c1ccc([N+](=O)[O-])cc1[N+](=O)[O-])N1CCN(C(=O)C2CCCO2)CC1 (stereo unspecified)	i	-2
COc1ccc(CNC(=O)c2ccc(Cl)c(S(=O)(=O)N3CCOCC3)c2)cc1OC	i	6
CCOC(=O)C1=C(C)Nc2ccccc2N=C1NC(=O)C1CCN(C(=O)c2ccccc2C)CC1	i	-6
CCOc1ccc(NS(=O)(=O)c2cc(C(=O)NCCCN3CCOCC3)ccc2C)cc1	i	6
COc1ccc(SCCN2CC[C@@H](O)CCC2=O)cc1	i	-1
CCOC(=O)Cc1csc(NC(=O)COC(=O)/C=C/c2ccc(OC)cc2)n1	i	-1
CC(=O)c1sc(NC(=O)CSCc2c(C)noc2C)nc1-c1ccccc1	i	8
CN(C)S(=O)(=O)c1cc(NC(=O)COC(=O)CC2CC3CCC2C3)ccc1Cl (stereo unspecified)	i	11
CCOC(=O)c1c(C)[nH]c(C(=O)OCC(=O)NCc2ccc(F)cc2)c1C	i	-3
Cc1ccccc1-c1nc(S(=O)(=O)c2ccccc2)c(NCCCN2CCOCC2)o1	i	-2
CC1(C2CC2)NC(=O)N(CC(=O)Nc2ccc(F)cc2F)C1=O (stereo unspecified)	i	3
C[C@@H](NC(=O)c1ncn(Cc2ccccc2)c1C(=O)N[C@H](C)c1ccccc1)c1ccccc1	i	-7
Cc1cc(N(C)C)nc(Nc2ccccc2)n1	i	0
CCC(c1nnc(SCC(=O)Nc2cc(C)on2)o1)N(C)C (stereo unspecified)	i	-6
CC1CC(C)CN(C(=O)C(C)N2CCN(S(=O)(=O)c3ccccc3F)CC2)C1 (stereo unspecified)	i	-4
O=C(Cc1cccs1)N1CCN(S(=O)(=O)c2ccc(F)c(F)c2)CC1	i	-1
Cc1cc(NC(=O)COC(=O)C2CSC3(C)CCC(=O)N23)ccc1Br (stereo unspecified)	i	-7
C[C@H](CO)N1C[C@H](C)[C@@H](CN(C)C(=O)Nc2ccc3c(c2)OCO3)Oc2ccc(NC(=O)Cn3cnnn3)cc2C1=O	i	1
O=C(COC(=O)c1ccc(F)c(S(=O)(=O)N2CCOCC2)c1)NCc1ccccc1	i	0
CN(Cc1ccccc1)S(=O)(=O)c1ccc(NC(=O)C2CCCCC2C(=O)O)cc1 (stereo unspecified)	i	3
CN(C(=O)CSc1nc2ccccc2c(=O)n1-c1ccccc1Cl)C1CCS(=O)(=O)C1 (stereo unspecified)	i	6
Cc1cc(C(=O)OCC(=O)NC2CC2)c2ccccc2n1	i	2
CC(=O)Nc1ccc(S(=O)(=O)N[C@@H](C)C(=O)N(C)Cc2cccs2)cc1	i	0
COc1ccc(NC(=O)COC(=O)CCc2nc3ccccc3c(=O)[nH]2)cc1Cl	i	9

The list goes on; the last 2 above are carried over.
SMILES	TMEM16A act	HDAC3 inhib
CC(=O)Nc1ccc(S(=O)(=O)N[C@@H](C)C(=O)N(C)Cc2cccs2)cc1	i	0
COc1ccc(NC(=O)COC(=O)CCc2nc3ccccc3c(=O)[nH]2)cc1Cl	i	9
Cc1ccc(S(=O)(=O)N2CCCCC2)cc1NC(=O)C1CC1	i	0
CC(=O)N1CCN(S(=O)(=O)c2ccc3c(c2)CCC(=O)N3)CC1	i	3
COC(=O)[C@H](CC(C)C)N(Cc1ccccc1)S(=O)(=O)N(Cc1ccc(OC)cc1)[C@@H](CC(C)C)C(=O)OC	i	19
O=C(COC(=O)c1ccc(F)c(S(=O)(=O)N2CCOCC2)c1)NC1CCCCC1	i	4
Cc1ccc(S(=O)(=O)N2CCCCC2)cc1NC(=O)CSc1nnc(C2CC2)n1C	i	6
O=C(COC(=O)c1cccc(OC(F)F)c1)Nc1ncccn1	i	-4
CCc1noc(C)c1C(=O)N1CCN(S(=O)(=O)c2ccccc2C(F)(F)F)CC1	i	4
CN(C)S(=O)(=O)c1ccc(N2CCCC2)c(C(=O)NCC(=O)Nc2ccc(F)c(F)c2)c1	i	4
Cc1cc(C)c(S(=O)(=O)N2CCN(C3CC(=O)N(c4ccccc4Cl)C3=O)CC2)c(C)c1 (stereo unspecified)	i	1
Cc1ccc(C(=O)NCC(=O)N2CCN(c3cccc(Cl)c3)CC2)s1	i	-3
CCCCNC(=O)COC(=O)C1CCN(S(=O)(=O)c2ccc3c(c2)OCCO3)CC1	i	-2
O=C(COC(=O)C1COc2ccccc2O1)Nc1ccccc1OC(F)F (stereo unspecified)	i	3
COc1ccccc1-c1nnc(SCC(=O)Nc2ccc(N3CCOCC3)cc2)n1N	i	4
COc1ccc2c(c1)OC[C@H]1[C@H]2N2C(=O)c3cc(C)ccc3NC(=O)[C@@]2(C)[C@H]1c1ccccc1	i	15
CN(C)c1ccc(-c2cc3ccccc3c(=O)o2)cc1	i	-4
CC(C(=O)Nc1ccc(C(F)(F)F)cc1)N(C)CC(=O)N1CCN(Cc2ccccc2)CC1 (stereo unspecified)	i	4
CCCNC(=O)C(CC)NC(=O)c1cccc([N+](=O)[O-])c1 (stereo unspecified)	i	-6
CC(=O)c1cc2ccccc2oc1=O	i	4
CCN(C(=O)COC(=O)c1[nH]c(C)c(C(C)=O)c1C)c1c(N)n(Cc2ccccc2)c(=O)[nH]c1=O	i	-4
CCN(c1ccc(NC(=O)CSc2ccc3c(c2)OCCO3)cc1)C(C)C	i	7
O=C(CC1(CC(=O)N2CCOCC2)CCCC1)Nc1ccc(F)cc1	i	4
CCCn1c(N)c(N(CCOC)C(=O)CSc2cc(C)c3cccc(C)c3n2)c(=O)[nH]c1=O	i	1
C[C@H](CO)N1C[C@H](C)[C@@H](CN(C)S(=O)(=O)c2ccccc2)Oc2c(NC(=O)C3CCCCC3)cccc2C1=O	i	0
CN(Cc1ccc(Cl)cc1)C(=O)COC(=O)c1ccc(-c2ccc(O)cc2)cc1	i	-1
CC1CN(C(=O)CSc2nc(N)cc(N)n2)CC(C)O1 (stereo unspecified)	i	-3
More records:
SMILES	TMEM16A act	HDAC3 inhib
CCN(C[C@H]1N[C@@](CC)(C(=O)OC)[C@H]2C(=O)N(Cc3ccccc3)C(=O)[C@@H]12)S(=O)(=O)c1ccccc1	i	14
CCOc1ccc(C(=O)OCC(=O)N(Cc2ccccc2)Cc2ccccc2)cc1OC	i	3
COc1cc(OC)cc(-c2oc(=O)c3cc(OC)c(OC)cc3c2C#CCCCO)c1	i	1
CC(C)(C)c1ccc(C(=O)NCC(=O)OCC(=O)N2CCCC2)cc1	i	-1
CC(=O)Nc1ccc(C(=O)NNC(=O)c2ccccc2-n2cccc2)cc1	i	6
Cc1nnc(SCC(=O)NCC2COc3ccccc3O2)s1 (stereo unspecified)	i	3
O=C(OCc1csc(-c2ccccc2)n1)C1=NN(c2ccccc2)C(=O)CC1	i	1
CCCC(=O)Nc1cc(S(=O)(=O)N2CCOCC2)ccc1N1CCCCC1	i	-3
Cc1cc(C(=O)NN=Cc2ccc(-c3ccc(F)cc3)o2)c(C)o1	i	0
CCN(CC(=O)NCc1cccs1)C(=O)CCOc1ccccc1	i	5
CN(CC(=O)Nc1ccc(Cl)c(Cl)c1)CC(=O)Nc1ccc2c(c1)OCO2	i	7
CC1(C)NC(=O)N(CC(=O)Nc2ccc(-n3cnnn3)cc2)C1=O	i	-2
Cc1ccc(NC(=O)CC(C)c2ccccc2)cc1S(=O)(=O)N1CCOCC1 (stereo unspecified)	i	-7
NS(=O)(=O)c1ccc(-c2c(-c3ccccc3)sc3ccccc23)cc1	i	-1
C=CC[C@@H](Cc1ccc(F)cc1)C(=O)OC[C@@H]1CCCN1C(=O)[C@@H](CC=C)CC(=O)N[C@H](CO)Cc1ccccc1	i	8
COC(=O)c1c(-c2cc(OC)cc(OC)c2)sc2ccc(OC)cc12	i	11
COc1ccc(C=NOCC(=O)OCC(=O)Nc2ccc(OC)cc2)cc1	i	-3
Cc1cc(C(=O)Nc2nnc(C3CC3)s2)c(C)s1	i	-1
COc1ccc(OCc2cc(=O)c3ccc4c(c3o2)C=CC(C)(C)O4)cc1OC	i	4
O=C(OCC(=O)N1N=C(c2ccc(Cl)cc2)CC1c1ccco1)c1cncc(Br)c1 (stereo unspecified)	i	8
COc1ccccc1C(=O)OCC(=O)c1ccc(CNC(C)=O)s1	i	-9
CC(C)(C)[C@H]1COC(=O)[C@H](NC(=O)OCC2c3ccccc3-c3ccccc32)C/C=C\C[C@@H](CC(=O)N(CCO)Cc2ccccc2)C(=O)N1	i	3
CC1CN(C(=O)CNC(=O)COc2ccccc2)CC(C)O1 (stereo unspecified)	i	-3
COc1ccccc1N(C)S(=O)(=O)c1ccc(C(=O)Nc2cccc(Br)c2)cc1	i	3
C[C@H](CCCC/C=C/C(=O)O)O[C@@H]1O[C@@H](C)[C@H](O)C[C@H]1O	i	1
(more compounds)
SMILES	TMEM16A act	HDAC3 inhib
Cc1nc2ccc(NC(=O)[C@H](C)N3C(=O)C4CC=CCC4C3=O)cc2s1 (stereo partly specified)	i	-1
CCCCNc1c(-c2ccc(OC)c(SC(C)CC)c2)nc2ccc(Cl)cn12 (stereo unspecified)	i	5
C=C(CC[C@@H](O)C(C)(C)O)[C@H]1CC[C@]2(C)[C@@H]1CCC1[C@@]3(C)CCC(=O)C(C)(C)C3CC[C@]12C (stereo partly specified)	i	1
COc1ccccc1NC(=O)COc1ccc(C(=O)NCC2CCCO2)cc1OC (stereo unspecified)	i	-9
CC1CCCC(C)N1C(=O)COC(=O)C12CC3CC(CC(Cl)(C3)C1)C2 (stereo unspecified)	i	-8
CCOc1ccccc1NC(=O)c1ccc(OCC(=O)N2CCOCC2)c(OC)c1	i	3
O=C(COC(=O)c1ccc(Cl)nc1)NCCc1ccc(Cl)cc1	i	0
O=C(CN1C(=O)NC2(CCCCCC2)C1=O)NCc1ccccc1	i	-6
Cc1ccc(OCC(=O)N2CCC(Cc3ccccc3)CC2)c([N+](=O)[O-])n1	i	-2
NC(=O)c1c(NC(=O)COC(=O)c2ccc(O)c(Cl)c2)sc2c1CCCC2	i	10
NC(=O)c1ccc(NC(=O)c2cc(S(=O)(=O)N3CCCCC3)ccc2N2CCOCC2)cc1	i	-2
